# NCI-60 one-dose screen, 48 h, at 10 µM unless noted. Numbers give growth in % (100 = growth as untreated, 0 = no growth, -100 = all killed).
# OVCAR-3: OVCAR-3 ovarian cancer; actives 7% (n = 79,000); AID 1794787
# NCI/ADR-RES: NCI/ADR-RES ovarian cells. actives 4.4% (n = 81,000). AID 1794790
# DU-145: DU-145 prostate cancer. actives 4.2% (n = 81,000). AID 1794760
# OVCAR-8: OVCAR-8 ovarian cancer; actives 4.4% (n = 81,000); AID 1794782
# OVCAR-5: OVCAR-5 ovarian cancer; actives 2.9% (n = 82,000); AID 1794783
# SK-OV-3: SK-OV-3 ovarian cancer cells | actives 3.2% (n = 80,000) | AID 1794785
# OVCAR-4: OVCAR-4 ovarian cancer cells | actives 3.7% (n = 80,000)
# IGROV1: IGROV1 ovarian cancer; actives 4.7% (n = 79,000)
# * = called active by the depositor; · = no result given; & = joins results of further samples; [ ] = dose if it differs, or a comment. Rule for the calls: active = growth percent below 10; inactive = the rest.
# Fields: OVCAR-5	IGROV1	OVCAR-8	SK-OV-3	OVCAR-4	NCI/ADR-RES	OVCAR-3	DU-145
O=C(O)C(c1ccccc1)C1(O)CCC1 (stereo not drawn)
 : 104	114	108	106	110	106	111	109
CCC(=O)OC1CCC2C3CCC(=O)OC3C(C)(CCC(=O)O)CC12C (stereo not drawn)
 : 59	25	61	52	66	16	5.4*	·
COC1=CC(C)C2CC3OC(O)CC4C(C)=C(OC)C(=O)C(C2(C)C1=O)C34C (stereo not drawn)
 : 103	109	111	96	127	107	113	116
CC(C)NC1CCC(Nc2ccnc3cc(Cl)ccc23)CC1 (stereo not drawn)
 : 104	109	92	93	79	108	109	111
c1cc2ccc3cc2cc1CNCCN1CCNCc2ccc4ccc(cc4c2)CNCCN(CCNC3)CCNCc2ccc3ccc(cc3c2)CNCC1
 : 0.5*	22	69	·	-7.1*	99	-1.2*	-10*
Cc1cccc2c(=O)c3c(sc12)c(NCCCNCCO)nc1ccccc13
 : 74	15	45	·	54	61	64	35
O=Cc1cn(S(=O)(=O)c2ccc(Cl)cc2Cl)c2ccccc12
 : 104	94	90	105	89	90	·	102
C=CCN(CN(CC)CC)CN(CC)CC
 : 101	102	100	107	95	111	117	115
CCCCCCCCCCCCCCCCNCCO[C@@H]1C[C@H](n2cc(C)c(=O)[nH]c2=O)O[C@@H]1C(=O)NCCCC[C@@H](NC(=O)[C@@H](C)NC(=O)[C@@H](CCCCN)NC(=O)[C@@H](C)NC(=O)[C@@H](CC(C)C)NC(=O)[C@@H](CCCCN)NC(=O)[C@@H](C)NC(=O)[C@@H](CC(C)C)NC(=O)[C@@H](CCCCN)NC(=O)[C@@H](CCCCN)NC(=O)[C@@H](C)NC(=O)[C@@H](CC(C)C)NC(=O)[C@@H](CCCCN)NC(=O)[C@@H](C)NC(=O)[C@@H](CC(C)C)NC(=O)[C@@H](CCCCN)NC(=O)CCCCCN)C(N)=O
 : 105[2.13 µM]	107[2.13 µM]	97[2.13 µM]	98[2.13 µM]	112[2.13 µM]	109[2.13 µM]	107[2.13 µM]	109[2.13 µM]
CC(CCC(=O)O)(c1ccc(O)c(CN(c2ccccc2)c2ccccc2)c1)c1ccc(O)c(CN(c2ccccc2)c2ccccc2)c1
 : 93	·	94	108	103	105	118	110
C=C(C)[C@@H]1CC[C@]2(C(=O)O)CC[C@]3(C)[C@H](CC[C@@H]4[C@@]5(C)C[C@@H](Cc6cn(CCO[C@@H]7O[C@H](COC(C)=O)[C@@H](O[C@@H]8O[C@H](COC(C)=O)[C@H](OC(C)=O)[C@H](OC(C)=O)[C@H]8OC(C)=O)[C@H](OC(C)=O)[C@H]7OC(C)=O)nn6)[C@H](O)C(C)(C)[C@@H]5CC[C@]43C)[C@@H]12
 : 99	79	75	90	77	96	74	91
Nc1ccc2ccccc2c1Cl
 : 103	77	101	89	87	104	112	·
Cc1nn(-c2nc(-c3ccccc3)c(C#N)c(=O)n2C)c(C)c1N=Nc1ccc(S(N)(=O)=O)cc1
 : 96	94	90	109	90	87	96	113
CCCCC[n+]1ccc(SCC(=O)N(C)c2ccc(Oc3ccccc3)cc2)c2ccccc21
 : 105	117	98	101	93	104	91	112
COc1cc(C2Cc3nc4ccccc4n3C2)cc2c1OCO2 (stereo not drawn)
 : 91	76	89	98	83	88	98	106
N/C(=N\c1nc2ccccc2s1)NC(=O)Nc1ccccc1F
 : 31	37	11	-1.5*	50	-15*	7.0*	9.5*
C=CC(=O)Nc1ccc(C)c(Oc2ccc(Cl)cc2)c1
 : 65	46	39	77	56	37	37	69
CC(C)Sc1nc(Nc2ccc(S(N)(=O)=O)cc2)c(C#N)c(-c2ccc(Cl)cc2)n1
 : 106	110	113	117	107	110	137	111
COc1cc2ncnc(Nc3ccc(Oc4ccnc(C)c4)c(C)c3)c2cc1NC(=O)CC1CCSS1 (stereo not drawn)
 : 45	21	25	-87*	6.6*	32	-81*	-7.0*
Nc1c2c(nc3ccccc13)CCCC2
 : 105&106	97&105	100&89	105&96	103&114	100&95	107&115	110&108
CCCCn1c(-c2ccc(C(=O)O/N=C(\N)c3ccc(OC)cc3)cc2)nc(-c2ccccc2)c1-c1ccccc1
 : 24	-70*	-17*	87	23	-39*	-7.0*	-93*
COc1cc(-c2nn(-c3ccc(F)c(Cl)c3)cc2CO)ccc1O
 : 102	108	103	94	98	102	108	103
CCOC(=O)C(Br)=P(c1ccccc1)(c1ccccc1)c1ccccc1
 : 106	-31*	90	102	106	103	98	124
Cc1cc(N2CCN(CC(=O)Nc3ccc4c(ccn4Cc4ccccc4)c3)CC2)nc(Cl)n1
 : 89	93	80	·	76	88	103	104
Cc1nn2c(-c3nc4cc(C)c(C)cc4[nH]3)c(-c3ccc(F)cc3)nc2s1
 : 93	109	89	110	96	96	118	110
C/C(=N\NC(=S)Nc1ccccc1)c1nnn(-c2ccc([N+](=O)[O-])cc2)c1C
 : 91	103	94	104	66	81	·	86
CCN(CC)CCOC(=O)C(Cc1cccc2ccccc12)CC1CCCO1 (stereo not drawn)
 : 96&98	95&126	105&110	107&100	108&114	99&99	113&101	126&115
O=C(CSc1nnc(-c2ccc(Cl)cc2)o1)c1ccccc1
 : 98	·	96	102	112	95	102	101
O=Nc1ccc(O)cc1O
 : 105	·	109	105	120	107	109	119
CC1C(=O)c2cc3c(cc2CCN(C)Cc2c1ccc1c2OCO1)OCO3 (stereo not drawn)
 : 103	108	105	97	99	111	97	96

# Brought forward from above: 4 entries; new compounds follow.
# Fields: OVCAR-5	IGROV1	OVCAR-8	SK-OV-3	OVCAR-4	NCI/ADR-RES	OVCAR-3	DU-145
CCN(CC)CCOC(=O)C(Cc1cccc2ccccc12)CC1CCCO1 (stereo not drawn)
 : 96&98	95&126	105&110	107&100	108&114	99&99	113&101	126&115
O=C(CSc1nnc(-c2ccc(Cl)cc2)o1)c1ccccc1
 : 98	·	96	102	112	95	102	101
O=Nc1ccc(O)cc1O
 : 105	·	109	105	120	107	109	119
CC1C(=O)c2cc3c(cc2CCN(C)Cc2c1ccc1c2OCO1)OCO3 (stereo not drawn)
 : 103	108	105	97	99	111	97	96
Cc1ccc(C(=O)O)o1
 : 105	102	108	101	100	101	103	107
NC1=Nc2cc(OCCCN3Cc4ccccc4C3)c(OCC3CC3)cc2C12CCCC2
 : 83	72	72	70	61	79	76	79
CS(=O)(=O)Nc1cccc(-n2c(COc3ccc(Br)cc3)nc3ccccc32)c1
 : 126&117	72&67	104&102	85&95	109&94	89&92	108&109	102&102
COC(=O)C1(CC(=O)c2ccc(Cl)cc2)NC(=S)NC(=O)C1C#N (stereo not drawn)
 : 111	114	117	125	122	106	130	120
N#CCNc1ccccc1
 : ·	106	109	98	98	·	116	108
CCCCC[C@@H](O)c1ccccc1[C@@H]1O[C@@H](CCC(=O)OC)[C@H](O)[C@H]1O
 : 108	104	103	108	106	105	108	105
S=C(S)Oc1cccc2cccnc12
 : 108	86	108	100	92	106	120	105
C/C=C/C=C1\C[C@H]2CO[C@H](O2)C1=O
 : 103	98	100	103	101	98	·	106
O=C(O)COc1ccc(S(=O)(=O)c2ccc(OCC(=O)O)cc2)cc1
 : 103	110	101	106	116	107	123	114
CC(=O)N1N=C(c2ccc(Nc3nc(Nc4ccc(F)cc4)nc(Nc4ccc(Cl)cc4)n3)cc2)CC1c1ccccc1 (stereo not drawn)
 : 97	21	·	107	99	80	91	106
O=c1[nH]c(Cl)nc2c1cnn2-c1ccccc1
 : 97	108	106	110	83	96	93	104
O=C(COc1ccccc1)Nc1ccc(-c2nc3ccccc3s2)c(Cl)c1
 : 99	62	·	104	86	97	113	116
O=C1Nc2cc(Cl)ccc2/C1=C/c1ccc(OCc2ccc(Br)cc2F)cc1
 : 25	-42*	-80*	-20*	-54*	-71*	-82*	-18*
O=C(Nc1ccc(Oc2cccc(Cl)c2)c(Cl)c1)c1cccnn1
 : 91	91	92	102	69	85	86	86
O=C(Cc1nc2cc(Cl)c(Cl)cc2nc1CC(=O)c1cccnc1)c1cccnc1
 : 103	74	78	95	84	76	78	94
COc1cc(OC)cc(-c2n/c(=C\c3c(O)[nH]c4ccc(Cl)cc34)cc3c2=Nc2ccccc2-3)c1
 : 114	-21*	55	114	16	82	70	18
CC(=O)OCCn1c([N+](=O)[O-])cnc1/C=[N+](\[O-])C1CCCCC1
 : 101	104	105	104	·	109	122	110
COc1cc2c(cc1OCCCOc1ccc(-c3cc4ccccc4c4ccccc34)cc1)N=C[C@@H]1CCCN1C2=O
 : -70*	-72*	-6.5*	-19*	-77*	-46*	-48*	-36*
O=c1cc(O)nc[nH]1
 : 107	112	101	110	110	110	122	123
Oc1ccc(CSc2nnc(-c3cnccn3)n2-c2ccccc2)c2cccnc12
 : 50	16	23	21	17	11	15	36
C=CCOB(OCC=C)OCC=C
 : 104	103	96	98	103	109	114	110
O=C(CCCCCCC(=O)c1ccccc1)c1ccccc1
 : 105	99	104	109	103	100	111	106
CN(C)Nc1ncnc2nc[nH]c12
 : 106	73	102	·	94	105	148	109
CCNC(=O)Oc1ccc(/C(=C(\C)c2ccccc2)c2ccc(OCCN3CCCCC3)cc2)cc1
 : 85	80	74	54	66	67	69	84
O/N=C\CCC/C=N/O
 : 96	96	101	124	109	111	105	109
Cc1c(N2CCN(C)[C@@H](C)C2)ccc2c3c(c(=O)oc12)CN(C(=O)c1ccc(NS(C)(=O)=O)c(OC(F)(F)F)c1)CC3
 : 60	51	66	75	77	112	73	73
O=C1c2ccccc2C(=O)c2cc(SC(=S)N3CCCC3)c(Cl)cc21
 : 102	52	98	108	82	102	95	114
COc1ccc(-c2cn3c(-c4ccccc4OC)cnc3c(Oc3ccc4c(C)cc(=O)oc4c3)n2)cc1
 : 115	94	101	104	113	106	110	110
O=S1c2ccccc2NC2C3C=CC(C3)C21 (stereo not drawn)
 : 79&85	115&103	80	125&110	112&112	95&106	111&110	111&108
O=[N+]([O-])c1ccc2c(c1)Cc1cc(F)ccc1-2
 : 97	105	103	99	92	106	113	114

# Exported with tabs: two of the compounds above.
structure	OVCAR-5	IGROV1	OVCAR-8	SK-OV-3	OVCAR-4	NCI/ADR-RES	OVCAR-3	DU-145
O=C(COc1ccccc1)Nc1ccc(-c2nc3ccccc3s2)c(Cl)c1	99	62	·	104	86	97	113	116
Oc1ccc(CSc2nnc(-c3cnccn3)n2-c2ccccc2)c2cccnc12	50	16	23	21	17	11	15	36

# Next section:
# Fields: OVCAR-5	IGROV1	OVCAR-8	SK-OV-3	OVCAR-4	NCI/ADR-RES	OVCAR-3	DU-145
COC(=O)c1ccc2oc(NC(=O)c3ccc(Nc4ccccc4)c([N+](=O)[O-])c3)nc2c1
 : 104	92	103	101	104	98	100	107
CNC1=C([N+](=O)[O-])C(c2ccc(F)cc2)C(C#N)=C(c2ccc[nH]2)O1 (stereo not drawn)
 : 103	104	99	106	97	103	111	118
O=C(NCc1ccccc1)C(c1ccc(O)cc1)N(C(=O)CCc1ccccc1)C1CC1 (stereo not drawn)
 : 98	88	93	100	98	94	109	109
CC1(C)OC2OC3C(CN)OC(c4ccccc4)OC3C2O1 (stereo not drawn)
 : 104	121	103	104	111	100	105	108
COc1ccc(Nc2ncnc3c2c(C)nn3-c2ccc(Cl)cc2)cc1
 : 86	·	94	77	91	100	102	100
COc1c(Cl)ccc(-c2cn(COCc3ccccc3)c3c(OC)ncnc23)c1F
 : 111	94	100	103	109	·	114	114
Cc1ccc(-c2nc3cc4nc5ccccc5nc4cc3n2C)cc1
 : 107	107	106	105	124	107	114	118
CC(=O)N1N=C(c2ccc3c(c2)OCO3)CC1c1c(C)nn(-c2ccccc2)c1N(C)Cc1ccccc1 (stereo not drawn)
 : 97	51	77	84	66	63	79	95
COc1cc(C2CC(=O)c3c(C)nn(-c4nc5ccccc5[nH]4)c3C2)cc(OC)c1OC (stereo not drawn)
 : 90	·	26	18	-35*	65	67	85
N#Cc1c(Nc2ccc(F)cc2)n[nH]c1-c1cccs1
 : 100	72	105	115	92	100	109	113
O=C(N/N=C/c1ccc(Cl)cc1)c1ccc(Cc2n[nH]c(=O)c3cccnc23)cc1
 : 100	102	100	103	106	101	106	112
Cc1cc(=O)n(C(=O)Nc2ccc(Cl)cc2)c2cc(O)ccc12
 : 109	113	101	98	102	105	108	104
CCc1nnc(NC(=O)c2nnn(-c3ccccc3)c2-c2ccco2)s1
 : 101	103	103	82	80	100	103	101
C=C(C)[C@@H]1CCC[C@]2(C(=O)O)CC[C@]3(C)[C@@H](CC[C@@H]4[C@@]5(C)C/C(=C/c6ccncc6)C(=O)C(C)(C)[C@@H]5CC[C@]43C)[C@@H]12
 : 48	23	25	78	28	37	12	33
Nc1ccc(Sc2ccc(N)cc2S(=O)(=O)O)c(S(=O)(=O)O)c1
 : ·	92	105	95	105	·	114	107
C=CC(=O)Nc1cccc(-c2nc(SC)nc(NCC(C)C)c2C#N)c1
 : 86	73	56	91	76	70	62	68
Cn1c(=O)c2c(nc(NC3=NS(=O)(=O)c4ccccc43)n2CC(=O)N2CCc3ccccc32)n(C)c1=O
 : 101	95	99	101	107	92	110	106
N#Cc1nc2c3ccccc3[nH]c2c2[nH]c3ccccc3c2c1=O
 : 91	53	82	84	59	85	62	91
COc1ccc2[nH]c(O)c(N=NC(=O)c3cc(-c4ccc(C)cc4)nc4ccccc34)c2c1
 : 119	102	89	106	92	72	98	91
Oc1cccc(/C=N/N=C2c3ccccc3-c3ccccc32)c1
 : 94	115	106	102	90	93	99	102
COC(C)C(NC(=O)C1CCCN1C)C1OC(SCCOC(=O)c2ccccc2O)C(O)C(O)C1O (stereo not drawn)
 : 107	113	102	102	102	99	107	104
COc1ccc(CC#N)cc1OC
 : 106	107	105	113	106	114	108	116
Nc1ccccc1C1=NC(c2ccccc2)(c2ccccc2)c2ccccc2N1
 : 96	98	96	106	97	95	109	102
Cc1cc(C)[n+](C)c(C)n1
 : 112	111	103	101	102	101	108	100
CN(C)/C(N)=N/N=C(c1ccccn1)c1ccccn1
 : 109	105	89	101	115	102	87	103

# Compound activity (PubChem BioAssay)
